# Assay outcomes as filed in PubChem BioAssay.
# ALOX12 inh = ALOX12 (human) lipoxygenase inhibition | purified 12hLO, xylenol orange hydroperoxide absorbance | P18054 | Potency, µM (titrated, usually from 108 µM), for inactives: at the highest dose activity change, negative = inhibition, actives largely listed as inhibitors | actives 1.1% (n = 580,000); active = well fitted inhibition curve with a large enough effect; inconclusive = small, poorly fitted or top-dose-only effect, or another doubt; inactive = no such curve, though single readings can be large or run the other way
# Target sequence (P18054 whole entry, looked up): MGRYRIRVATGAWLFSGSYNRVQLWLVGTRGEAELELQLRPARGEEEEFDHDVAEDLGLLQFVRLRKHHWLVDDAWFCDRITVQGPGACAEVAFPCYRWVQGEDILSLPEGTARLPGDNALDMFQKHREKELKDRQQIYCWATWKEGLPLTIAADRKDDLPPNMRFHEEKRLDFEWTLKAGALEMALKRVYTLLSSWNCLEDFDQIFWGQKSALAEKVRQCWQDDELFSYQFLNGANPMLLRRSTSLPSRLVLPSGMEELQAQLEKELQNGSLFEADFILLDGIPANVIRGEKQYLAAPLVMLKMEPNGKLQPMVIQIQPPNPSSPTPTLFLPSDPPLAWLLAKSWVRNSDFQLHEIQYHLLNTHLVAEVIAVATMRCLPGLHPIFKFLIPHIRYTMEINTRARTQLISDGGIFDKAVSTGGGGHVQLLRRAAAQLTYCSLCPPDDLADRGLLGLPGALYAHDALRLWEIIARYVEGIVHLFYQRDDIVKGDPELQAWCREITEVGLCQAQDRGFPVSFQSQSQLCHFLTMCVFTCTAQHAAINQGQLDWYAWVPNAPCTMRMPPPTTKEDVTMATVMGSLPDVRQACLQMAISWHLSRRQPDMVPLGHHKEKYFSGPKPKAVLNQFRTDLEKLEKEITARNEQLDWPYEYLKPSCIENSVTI
#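 Purified human 12hLO (150 nM final) in 25 mM Hepes, 0.01% Triton X-100, pH 7.0 was preincubated 15 min at room temperature with compound. Then 40 uM arachidonic acid was added, 30 min. Hydroperoxide was read by Fe-XO absorbance ratio 573/405 nm.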
# Numbers without * were called inactive; ? = inconclusive; [ ] = dose if it differs, or a comment. % is scaled to controls: 0 for no effect and ±100 for the full control effect; potency is read from the fitted curve at half-maximal effect. This is a subset, so the mix of outcomes need not match the whole.
ALOX12 inh | Molecule
-56.0% | CC(C)N(C(=O)c1ccc(Br)cc1)C(C)C
54.0%[activator] | CN1CCN(CCCOc2ccccc2CN2CCc3nc[nH]c3C2)CC1
20µM* | CCC(N)(CC)c1cn(CC2CCCN(S(C)(=O)=O)C2)nn1 (stereo not given)
-6.4% | CNC(=O)c1ccc2c(c1)CCCN2C(=O)c1ccc(Cl)cc1
? | CSCCC(NC(=O)c1ccc2ccccc2n1)C(=O)NC1CC1 (stereo not given)
? | CCCN1CCCC2(Cc3ccccc3CN(C(=O)Cc3ccccc3)C2)C1 (stereo not given)
2.6% | CC(Sc1nnnn1C(C)(C)C)C(=O)c1cccc(Cl)c1 (stereo not given)
6.8% | COc1ccc(S(=O)(=O)N2CCCCCC2)cc1NC(=O)Cc1cccc(C(F)(F)F)c1
40.6%[activator] | CCc1nc2c(c(-c3ccc(Cl)cc3)n1)CCN([S+](=O)([O-])c1ccccc1)CC2
13.4% | Nn1c(SC(C(=O)N2CCCCC2)c2ccccc2)nnc1-c1ccccc1F (stereo not given)
12.7% | O=C(c1cc(C2CC2)nc2ccccc12)N1CCC(C(=O)N2CCCCCC2)CC1
25.7% | O=C(CC[C@H]1NC(=O)c2ccccc2NC1=O)Nc1ncc[nH]1
? | COc1cccc(-c2nc(-c3ccc(S(=O)(=O)N4CCCCC4)cc3)cs2)c1OC
3.1% | Cc1nc2c(NC3CCN(C(=O)c4cnccn4)CC3)cccn2n1
-5.0% | Cc1ccc(-c2cc(C(=O)OC(C)C(N)=O)c3ccccc3n2)cc1 (stereo not given)
? | CCOC(=O)C(NC(=O)Cc1coc2c(C)c(C)ccc12)C(=O)OCC
3.5% | CNc1ccc(C(=O)N2CCC(CCn3cccn3)CC2)cn1
-12.6% | CCCNc1c(C)cccc1C
30.5%[activator][176 µM] | O=C1NC[C@@H](CCC(=O)N2CCCC2)N2C[C@@H](NCc3cccc(Cl)c3)C[C@@H]12
-0.5%[176 µM] | CN(Cc1ccnn1C)C1CCCc2ccccc21 (stereo not given)
? | C=CCNC(=O)[C@@]1(Sc2ccc(OC)cc2)CC(=O)N[C@@H]1c1ccc(OC)cc1
7.94µM* | O=C(O)C(c1c[nH]c2cc(Cl)ccc12)N1CCN(C(c2ccccc2)c2ccccc2)CC1 (stereo not given)
81.3%[activator] | COc1ccc(-n2nc(C3CCN(C(=O)c4ccccc4C)CC3)[nH]c2=O)cc1
? | N#Cc1c(SCCN2CCCC2)nc(N2CCCC2)c2c1CCCC2
-15.1% | CCN1c2cc(C(=O)Nc3ccc(F)c(F)c3)ccc2C(=O)N2CCCC21 (stereo not given)
6.31µM* | CCCCOC(=O)c1nc2ccccc2nc1Nc1cccc(OC)c1
45.8%[activator] | COc1cccc(Cn2c(NCc3ccccn3)nc3c2c(=O)n(C)c(=O)n3C)c1
9.9% | CCN1CCN(c2sc(S(=O)(=O)CC)nc2S(=O)(=O)c2ccc(C)cc2)CC1
-22.5% | Cc1cc2cc(C(=O)N(C)Cc3ccc4nsnc4c3)ccc2o1
? | CC(C)(C)c1ccc(NC(=O)c2ccc(F)cc2F)cc1
6.9% | CCCNC(=O)C1(C)CCCN(C/C=C/c2ccccc2)C1 (stereo not given)
20.9% | CNC(=O)N1CCC(C2CCN(C(=O)Cn3cccn3)C2)CC1 (stereo not given)
-4.5% | CC(C)c1ccc(-n2nnnc2C2(NCc3ccccc3)CCCC2)cc1
1.5% | Cc1cccc(NC(=O)Cn2c(N3CCC(C)CC3)nc(C)cc2=O)c1
? | CC(C)C[C@H]1CN(CCCC[C@H]2CNC(=O)C(=O)N2CCC2CCCCC2)C(=O)C(=O)N1CC1CCCCC1
33.0%[activator][176 µM] | O=S(=O)(Cc1noc([C@@H]2C[C@@H](O)CN2Cc2ncc[nH]2)n1)c1ccc(F)cc1
-36.7% | CC(=O)c1ccc(OCc2nnn(CC(=O)O)c2-c2ccccc2)cc1
13.0% | CC1(C(=O)Nc2cccc3ccccc23)CCN1C(=O)Cc1ccccc1Cl (stereo not given)
? | Cc1ccc(Oc2nc(-c3ccncc3)nc3ccccc23)cc1
3.3%[6.33 µM] | O=C(C1CCCC1)N1Cc2ccccc2CC2(CCN(Cc3cccnc3)C2)C1 (stereo not given)
19.2% | O=C(Nc1ccc2c(N3CCOCC3)ncnc2c1)c1cccc(Cl)c1
46.8%[activator] | Cc1nc2nc3ccn(CCCN(C)C)c(=O)c3c(-c3ccccc3)n2n1
13.1% | COc1ccc(CC(=O)NC2CCN(c3cc(-c4ccc(Cl)cc4)[nH]n3)C2)cc1 (stereo not given)
-2.6% | Cc1cc(C)nc(Nc2ncc(O)n2-c2ccc(F)cc2)n1
28.3% | O=C1OC(C(=O)OCc2ccc3c(c2)OCO3)Cc2ccccc21 (stereo not given)
41.3%[activator] | O=C(Cn1ccn2nc(-c3ccc(F)cc3)c(CO)c2c1=O)Nc1cc(F)ccc1Cl
-0.3%[176 µM] | O=C(Nc1ccc(C(F)(F)F)cc1)C1=NO[C@@H]2CN(CCc3ccccc3)C[C@H]12
-29.6% | CNC(=O)/C=C/c1cccc([N+](=O)[O-])c1
2.6%[176 µM] | COc1ncccc1-c1ccnc(-c2nnc(C)n2C2CCCCC2)c1
-6.5%[176 µM] | COc1ccccc1-c1cnc(Nc2cccc(N[S+](C)(=O)[O-])c2)c2c1CCO2
16.8% | CC(C)N(C[C@@H]1CSCCS(=O)(=O)N1)C(C)C
6.1% | O=C1NCCOCCCN(C(=O)CC2CCCC2)[C@H]2CCCC[C@@H]12
9.4% | COCCNC(=O)Cc1nc(-c2cccs2)oc1C
0.4% | O=c1c2ccccc2c(-c2cccs2)nn1CC(O)COCc1ccccc1 (stereo not given)
? | N#Cc1ccc(F)c(CSc2nnc(NCc3ccccc3)s2)c1
-32.9% | COc1ccc(OC(=O)C23CC4CC(CC(Cl)(C4)C2)C3)cc1
-11.3% | O=C(CCCn1ccc2cc(S(=O)(=O)N3CCCC3)ccc21)NCc1ccco1
42.4%[activator][176 µM] | CCOCCN1C(=O)COC[C@@H]1[C@H](O)c1ccc(NC(=O)C2CC2)cc1
-1.7% | COc1cccc(CSc2nc3ccncc3n2Cc2cccc(OC)c2)c1
35.3%[activator] | COc1ccc(C(=O)N2CCCC(c3noc(COc4ccccc4)n3)C2)cc1OC (stereo not given)

# As entered above.
# ALOX12 inh with CCOCCN1C(=O)COC[C@@H]1[C@H](O)c1ccc(NC(=O)C2CC2)cc1 reads 42.4%[activator][176 µM]
# ALOX12 inh with COc1ccc(CC(=O)NC2CCN(c3cc(-c4ccc(Cl)cc4)[nH]n3)C2)cc1 (stereo not given) reads 13.1%
# ALOX12 inh with O=C(Nc1ccc2c(N3CCOCC3)ncnc2c1)c1cccc(Cl)c1 reads 19.2%
# ALOX12 inh with O=C(CCCn1ccc2cc(S(=O)(=O)N3CCCC3)ccc21)NCc1ccco1 reads -11.3%

# Other compounds.
ALOX12 inh | Molecule
23.5% | C=CCN(CC=C)C(=O)C1(Oc2cccnc2C)CCNCC1
1.0% | Cc1ccccc1S(=O)(=O)NC(=O)C1(C)CCN1C(=O)C1(c2ccc(Cl)cc2)CC1 (stereo not given)
18.7% | COCCC1(NC(=O)c2ccccc2)CCN(Cc2cn[nH]c2-c2cccs2)CC1
-0.9% | N#Cc1cccc(CN2CCn3nnc(-c4nc(-c5ccsc5)no4)c3C2=O)c1
1.3% | COC(=O)[C@]12CCCCC=C1N(Cc1ccccc1)C(=O)[C@H](CC(=O)N1CCSCC1)C2
28.9% | O=C(c1ccoc1)N1CCCN(Cc2cn(-c3ccccc3)nn2)CC1
70.3%[activator][176 µM] | CC(=O)Nc1cccc(-c2cc3c(ccn3C)c(C(=O)NCc3cccnc3)n2)c1
-8.9% | NC(=O)c1cccc(-c2ccnc3c2CC(C(=O)Nc2ccc(Cl)cc2)O3)c1 (stereo not given)
1.8% | CC(Sc1ccc(C(F)(F)F)cn1)C(=O)NC(C)(C)C (stereo not given)
-7.8% | Cc1ccc(C(=O)NCc2nc(-c3ccccc3)oc2C)cc1
8.3% | S=C(NCc1ccccc1)C12CC3CCC(CC(C3)C1)C2
-1.2% | COc1nc2cc(C)c(C)cc2nc1C(=O)Nc1ccc(Br)cc1
60.1%[activator][176 µM] | CN(C)[S+](=O)([O-])c1ccc2c(c1)OCCN(Cc1ccc(C(F)(F)F)cc1)C2
19.3% | O=C1C(N2CCN(S(=O)(=O)c3cccc(F)c3)CC2)CCN1CCc1ccccc1 (stereo not given)
18.3% | COc1cc(CNC(=O)CC2CCOCC2)cc(OC)c1
-78.6% | CC(=O)c1ccc(NC(=O)C(C)Sc2cc(Cl)ccc2Cl)cc1 (stereo not given)
9.1% | CC1(C2CCN(Cc3c[nH]c4ccccc34)CC2)NC(=O)N(CCN2CCOCC2)C1=O (stereo not given)
-11.4% | O=C(Nc1cccc(F)c1)[C@@H]1C[C@@H](c2cccc(C(F)(F)F)c2)N(CC2CCOCC2)C1
-15.0%[57.4 µM] | Nc1nc(N)c2nc(-c3cccc(O)c3)c(-c3cccc(O)c3)nc2n1
1.8% | C=CCN1C(=O)[C@]2(OCCC=C[C@H]2C)c2cc(OC)ccc21
98.6%[activator] | CN1CC2(CCN(Cc3ccccc3)CC2)CC1C(=O)N1CCOCC1 (stereo not given)
-1.2% | COc1ccc(Cl)cc1NC1=C(C(=O)N2CCOCC2)S(=O)(=O)c2ccccc21
-25.0% | O=C1C(c2ccccc2F)N(C2CCCC2)C(=O)CN1C1CCCCCC1 (stereo not given)
-5.6% | C[C@H](CO)N1C[C@H](C)[C@H](CN(C)Cc2cccc(F)c2)Oc2ncc(Br)cc2C1=O
22.1%[176 µM] | O=C1CCCCCN1C1CCN(Cc2cccc3ccccc23)CC1
-22.0% | Cc1ccc(CNC(=O)CCc2ncc(-c3c(F)cccc3F)o2)cc1
11.2% | Cc1ccccc1C(=O)N1CC(c2nnc(-c3ccncc3)o2)C2(CCOCC2)C1 (stereo not given)
-16.4% | CN(Cc1ccc2c(c1)CCCN2C)C(=O)[C@@H](Cc1ccccc1)NC(=O)[C@H]1O[C@@H](n2ccc(=O)[nH]c2=O)[C@H](O)[C@@H]1O
? | O=C(NC[C@H]1O[C@@H](CO)[C@@H](O)[C@H]1N1CCN(c2cccc(C(F)(F)F)c2)CC1)Nc1ccccc1
-16.2% | CC(C)CNC(=O)C1(C)CCCN1Cc1ccc(OC(F)(F)F)cc1 (stereo not given)
-2.7% | CCOC(=O)c1[nH]c2ccc(C)cc2c1NC(=O)CNC
56.1%[activator] | CC(C)/C=N/NC(=O)CCCCC(=O)N/N=C/C(C)C
5.6% | Cc1ccc(C(=O)NCC(NC(=O)c2ccc(C)nc2)C2CC2)cn1 (stereo not given)
0.1% | COc1cccc(OC)c1C(=O)Nc1cccc2ncccc12
0.5% | CC(C)(C)c1ccc(C(=O)NCCc2ccccn2)cc1
2.0% | N#Cc1ccc(S(=O)(=O)N2CCc3c(nc(-c4ccc(F)cc4)[nH]c3=O)C2)cc1
36.0%[176 µM] | CC(=O)N1CCCN(CC[C@H]2CN(C(=O)c3ccccc3)CC[C@H]2CC(=O)O)CC1
-23.2% | O=C(CCc1cccnc1)NCC1CC1
30.6%[activator] | Cc1ccc(C2Cn3nnc(C(=O)N4CCC(C(=O)NCc5ccc(Cl)cc5)CC4)c3CO2)cc1 (stereo not given)
-3.5% | CCCCN1C[C@H](c2ccc(OC)cc2)[C@@H](CC(=O)Nc2ccc(OC)cc2)C1=O
21.1% | COc1ccc(OCc2nc(C)c(CCO)c(=O)n2CC(=O)Nc2cccc(SC)c2)cc1
5.01µM* | Cc1cccc(N/N=C(/c2ccccc2)c2ccc(F)cc2)c1C
-10.5% | COc1cc(NC(=O)c2cccc3c(-c4cnn(C)c4)coc23)cc(OC)c1OC
2.7% | CCOc1ccc(-n2c(SCC(=O)Nc3ccc(CC)cc3)nc3[nH]ncc3c2=O)cc1
? | O=S(=O)(Nc1nc2ccccc2nc1Nc1ccccc1F)c1cccs1
12.2% | COc1ccc(C(=O)N2CCCN(S(=O)(=O)c3ccccc3)CCC(=O)NCC2)cc1
41.5%[activator] | CCOc1cccc(CN2CCC(C)(c3noc(C4CCOCC4)n3)CC2)c1
? | CCn1cnc2c1c(=O)n(CC(=O)Nc1ccccc1N1CCCC1=O)c(=O)n2Cc1ccccc1
-0.8% | C#CCNC(=O)c1ccc2sc([C@H]3C[C@H](O)[C@@H](CO)O3)nc2c1
2.2% | CC1(C(=O)NCc2ccccc2)CN(S(C)(=O)=O)CC(=O)N1Cc1cccs1 (stereo not given)
47.4%[activator] | CC(C)N1C[C@H](C(=O)N2CCOCC2)[C@H](C(=O)O)C1
33.2% | CCS(=O)(=O)c1ncc(CN(C)Cc2ccc3nonc3c2)n1CCc1ccccc1
48.5%[activator] | Cc1cc(C)n(CCC(=O)N2CCC(Cc3noc(C4CC4)n3)C2)n1 (stereo not given)
27.6% | CNC(=O)[C@@H]1CN(C(=O)CCc2cccc(OC)c2)C[C@H]1CO
-7.3% | Cc1cc(NC(=O)Cc2c(C)[nH]c3ccccc23)ccc1Oc1cccnc1
2.7% | COCCCNC(=O)C[C@H]1C[C@@]2(C(=O)OC)C(=C[C@H](C(C)C)O[C@@H]2C2CC2)N(Cc2ccc3c(c2)OCO3)C1=O
11.7% | CCc1ccccc1NC(=O)N1CCC(n2cnnc2C2CC2)C1 (stereo not given)

# Reprinted at random: 6 compounds from above
ALOX12 inh | Molecule
46.8%[activator] | Cc1nc2nc3ccn(CCCN(C)C)c(=O)c3c(-c3ccccc3)n2n1
6.8% | COc1ccc(S(=O)(=O)N2CCCCCC2)cc1NC(=O)Cc1cccc(C(F)(F)F)c1
? | O=S(=O)(Nc1nc2ccccc2nc1Nc1ccccc1F)c1cccs1
20µM* | CCC(N)(CC)c1cn(CC2CCCN(S(C)(=O)=O)C2)nn1 (stereo not given)
20.9% | CNC(=O)N1CCC(C2CCN(C(=O)Cn3cccn3)C2)CC1 (stereo not given)
16.8% | CC(C)N(C[C@@H]1CSCCS(=O)(=O)N1)C(C)C
